ASM inhibitor = blocks human secretory acid sphingomyelinase; 0.006% of 340,000 active; Potency, µM (series often up to 57.5 µM), for the others: at the highest dose activity change, negative = inhibition, most hits filed as inhibitors; P17405; AID 504937; placental ASM, HMU-PC fluorogenic substrate, 60 min; also: potency is read from the fitted curve at half-maximal effect
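HMU-PC0 cleavage (9 uM final) by human placental ASM, 60 min at 37 °C following 10 min compound exposure at RT; stopped at pH 10, fluorescence Ex 386/Em 447 nm.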
CXXC DNA block = blocks binding of human MLL CXXC domain to DNA; Q03164; MLL-CXXC / FITC-HOXA9 DNA fluorescence polarization; Potency, µM (top dose mostly 115 µM), inactives show top-dose activity change, negative = inhibition, most hits filed as inhibitors; 0.037% of 290,000 active; AID 2662; active = well fitted inhibition curve with a large enough effect in the polarisation, with a control signal flat, not every such curve was filed as active; inconclusive = small, poorly fitted or top-dose-only effect, or effect the other way, or a change in a side signal; inactive = no such curve, though single readings can be large or run the other way; the % refers to the polarisation; also: potency is read from the fitted curve at half-maximal effect
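Fluorescence polarization: 7 uM MLL-CXXC (stock) preincubated 5 min with compounds, then 50 nM fluorescein-HOX-A9 DNA (stock) added; 30 min ambient. Buffer 50 mM Tris-HCl pH 7.5, 50 mM NaCl, 1 mM DTT, 0.05% BSA.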
TSHR antagonist = blocks TSH signaling through the human TSH receptor; P16473; TSHR-expressing cells, TSH-stimulated cAMP HTRF, 2 h; active compounds read low; activity change, negative = inhibition, % at 11.5 µM; 0.2% of 330,000 active;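 active = activity change below a set negative limit, meaning inhibition stronger than a set level, cut at about -70% in these data; inconclusive = activity change between two set negative limits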; also: % is scaled to controls: 0 for no effect and ±100 for the full control effect
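Freshly harvested TSHR cells receive pin-tooled compound, then EC80 TSH at 4nM final. After 2 hours at 37 deg C, antibody in lysis buffer and cAMP-d2 are added; 30 minutes at ambient temperature precede the HTRF read.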
Mito fusion yeast = inhibitors of mitochondrial division or activators of mitochondrial fusion; S. cerevisiae fusion-defective mutant growth rescue, CellTiterGlo 48 h; Potency, µM (doses to about 46.1 µM), inactives show top-dose growth rescue (activation), usual class: activators; 0.23% of 320,000 active;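 also: potency is read from the fitted curve at half-maximal effect; % of control where 0% means no effect; nearly all actives have a fitted effect of over 45% in size; temperature-sensitive fusion mutants such as fzo1-1 at 37 °C on non-fermentable ethanol glycerol medium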
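Yeast fusion mutant, YPEG (non-fermentable carbon), compound, 48 h at 37C non-permissive; CellTiterGlo added, 10 min RT, luminescence read. Rescued growth = division inhibition.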
PTAP TSG101 blk = blocks PTAP/TSG101 interaction to inhibit HIV-1 budding. AID 493005. Fluorescence polarization, FITC-PTAP peptide / Tsg101 binding. Q99816. Potency, µM (titrated, usually from 115 µM), inactives show top-dose activity change, negative = inhibition, most hits filed as inhibitors. 340,000 tested, under 10 active; active = well fitted inhibition curve with a large enough effect in the main read-out, with a control signal flat, not every such curve was filed as active; inconclusive = small, poorly fitted or top-dose-only effect, or effect the other way, or a change in a side signal; inactive = no such curve, though single readings can be large or run the other way; also: potency is read from the fitted curve at half-maximal effect; % of control where 0% means no effect
Target sequence (Q99816 whole entry, looked up): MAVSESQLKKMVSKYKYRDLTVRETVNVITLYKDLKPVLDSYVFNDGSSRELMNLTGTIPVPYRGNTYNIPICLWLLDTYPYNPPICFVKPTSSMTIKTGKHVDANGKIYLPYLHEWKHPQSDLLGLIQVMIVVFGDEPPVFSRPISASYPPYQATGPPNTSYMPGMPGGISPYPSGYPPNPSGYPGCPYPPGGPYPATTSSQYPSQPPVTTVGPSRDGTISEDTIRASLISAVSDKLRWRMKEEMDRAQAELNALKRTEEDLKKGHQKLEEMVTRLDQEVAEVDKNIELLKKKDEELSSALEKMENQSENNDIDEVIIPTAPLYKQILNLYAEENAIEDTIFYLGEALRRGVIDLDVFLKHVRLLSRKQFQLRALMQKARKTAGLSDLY
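FP read-out: FITC-PTAP peptide, 50 nM final, binding Tsg101 binding domain, 10 uM final; 20 min, r.t.; 10 mM HEPES pH 7.5, 0.15 M NaCl, 0.01% Tween 20, 3 mM EDTA, 0.1 mM TCEP.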
Integrin act MD = activators of alpha7 integrin expression for muscular dystrophy; alpha7betagal myoblasts, beta-gal FDG fluorescence, 48 h; Potency, µM (titrated, usually from 38.3 µM), for the others: at the highest dose activation, most hits filed as activators; 0.064% of 350,000 active;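 also: potency is read from the fitted curve at half-maximal effect; 100% = response of the positive control SU9516; nearly all actives have a fitted effect of over 60% in size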
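alpha7betagal+/- myoblasts (passage 13, 250/well) treated 48 h at 37C with compounds at 1:260 dilution of DMSO stock. Lysed, then beta-galactosidase activity read as FDG fluorescence (ex 480/em 540) after 30 min, with pre-read for autofluorescence.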
AT treatment = candidate therapy for ataxia-telangiectasia | AID 485349 | 0.19% of 320,000 active | Potency, µM (top dose mostly 57.5 µM), for inactives: at the top dose activation, hits mostly activators | […] A-T fibroblasts, KAP-1 phosphorylation AlphaLISA; neocarzinostatin DNA damage 30 min before lysis; also: potency is read from the fitted curve at half-maximal effect; % of control where 0% means no effect; nearly all actives have a fitted effect of over 45% in size
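hTERT-immortalized A-T patient fibroblasts ([…]), 500 cells/well in OPTI-MEM, 1% FBS, got compounds for 60 min, then NCS for 30 min at 37C. Lysates were then assayed for phospho-KAP-1 by AlphaLISA (anti-pKAP1 donor, anti-KAP1 acceptor beads), 6 hr at 25C.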
MBNL1 CUG block = MBNL1-poly(CUG) RNA binding inhibition; Q9NR56; TR-FRET MBNL1-His/biotin-(CUG)12 binding, 665/545 ratio; Potency, µM (titrated, usually from 57.5 µM), for inactives: top-dose activity change, negative = inhibition, most hits filed as inhibitors; 0.036% of 280,000 active; AID 2675; active = well fitted inhibition curve with a large enough effect in the signal ratio, with a control signal flat, not every such curve was filed as active; inconclusive = small, poorly fitted or top-dose-only effect, or effect the other way, or a change in a side signal; inactive = no such curve, though single readings can be large or run the other way; the % refers to the signal ratio; also: potency is read from the fitted curve at half-maximal effect; % is scaled to controls: 0 for no effect and ±100 for the full control effect
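Inhibition of protein-RNA binding appears as loss of TR-FRET between terbium anti-His antibody on MBNL1-His and streptavidin-XL665 on biotin-(CUG)12. Activity is normalized to buffer-only and uninhibited-complex controls.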
TCR activator = activates T cell receptor signaling | primary human leukocytes, anti-CD3, IL-2 HTRF, 48 h | Potency, µM (doses to about 9.22 µM), for inactives: top-dose activation of IL-2 secretion, most hits filed as activators | 330,000 tested, under 10 active | AID 504894; also: % of control where 0% means no effect
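IL-2 release read by HTRF sandwich (Eu cryptate donor, d2 acceptor, 665 nm emission) after 48 hr exposure of primary human leukocytes to compound together with anti-CD3 beads in the absence of co-stimulatory signals.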
Menin-MLL TR inh = inhibitors of human menin-MLL interaction, mutant MLL peptide; 0.23% of 270,000 active; Potency, µM (doses to about 61.6 µM), without a hit: at the highest dose FP activity change, negative = inhibition, actives largely listed as inhibitors; Menin + Texas Red MLL mutant peptide, fluorescence polarization; O00255; active = well fitted inhibition curve with a large enough effect in the polarisation, with a control signal flat, not every such curve was filed as active; inconclusive = small, poorly fitted or top-dose-only effect, or effect the other way, or a change in a side signal; inactive = no such curve, though single readings can be large or run the other way; the % refers to the polarisation; also: potency is read from the fitted curve at half-maximal effect; % of control where 0% means no effect; many of its hits are not listed in these tables
Target sequence (O00255 whole entry, looked up): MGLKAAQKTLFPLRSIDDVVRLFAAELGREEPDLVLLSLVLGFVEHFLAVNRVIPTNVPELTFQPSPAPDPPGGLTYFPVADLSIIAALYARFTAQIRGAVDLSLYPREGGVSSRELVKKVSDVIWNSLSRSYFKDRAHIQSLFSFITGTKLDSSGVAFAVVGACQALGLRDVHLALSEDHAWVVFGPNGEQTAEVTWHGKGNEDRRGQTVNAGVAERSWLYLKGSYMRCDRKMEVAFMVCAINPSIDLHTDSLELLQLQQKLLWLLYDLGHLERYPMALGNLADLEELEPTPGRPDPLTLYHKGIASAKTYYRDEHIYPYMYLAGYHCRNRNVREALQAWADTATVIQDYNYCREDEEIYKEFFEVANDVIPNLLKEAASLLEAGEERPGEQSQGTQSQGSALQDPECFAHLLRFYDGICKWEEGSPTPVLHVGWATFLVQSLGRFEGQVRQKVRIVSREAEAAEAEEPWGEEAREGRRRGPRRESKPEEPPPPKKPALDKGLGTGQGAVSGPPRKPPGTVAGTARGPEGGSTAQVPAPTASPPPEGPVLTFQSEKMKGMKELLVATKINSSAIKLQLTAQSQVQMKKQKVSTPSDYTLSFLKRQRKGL
* marks the source's active call; other numbers are inactive results; ? = inconclusive; nt = no result given; [ ] = dose if it differs, or a comment. Unless noted, calls follow the shape of the dose curve; as a rule, active = well fitted curve in the direction sought with a large enough effect; inconclusive = small, poorly fitted or top-dose-only effect, or another doubt; inactive = no such curve, though single readings can be large; an effect the other way counts as inactive or inconclusive.

| item | Compound | ASM inhibitor | CXXC DNA block | TSHR antagonist | Mito fusion yeast | PTAP TSG101 blk |
| --- | --- | --- | --- | --- | --- | --- |
| 1 | Cn1c2c(c(=O)n(C)c1=O)C(c1ccc(F)cc1)C(C#N)=C(N)O2 (centres undefined) | 0% | 16% | -5 | -3% | -6% |
| 2 | COc1ccc(N2CCN(c3nc4ccccc4nc3NS(=O)(=O)c3ccccc3)CC2)cc1 | -11% | -3% | -24 | -10% | -1% |
| 3 | CC12CCC(C(S(=O)(=O)Nc3ccccc3)C1=O)C2(C)C (centres undefined) | 1% | nt | nt | nt | -4% |
| 4 | CNS(=O)(=O)c1cn(CC(=O)NCc2cccc(OC)c2)cc1S(=O)(=O)NC | 7% | 3% | 6 | 19% | -3% |
| 5 | S=C(Nc1ccccc1)N1N=C(c2cccs2)CC1c1cccs1 (centres undefined) | 0% | 27% | 6 | 22% | 1% |
| 6 | COc1cc(NC(=O)n2ncc3cc(Cl)ccc32)cc(OC)c1 | -1% | 1% | -4 | 3% | -8% |
| 7 | O=C1CSC(c2cn(-c3ccccc3)nc2-c2ccccc2)N1Cc1ccco1 (centres undefined) | -1% | -3% | 7 | ? | 1% |
| 8 | Cc1cccc(NC(=O)c2sc(NC(=O)COc3ccccc3)c(C#N)c2C)c1C | 2% | -21% | 7 | 0% | -1% |
| 9 | CC1(C)OC(C)(C)/C(=C/Nc2ccc(O)cc2)C1=O | -1% | 3% | 3 | 1% | -3% |
| 10 | Cc1ccc(-c2nnc(N3CCN(C(=O)COc4cccc(C)c4)CC3)c3ccccc23)cc1 | 0% | 6% | -4 | 13µM* | -4% |
| 11 | COc1cc(OC)cc(C(=O)NCC(=O)N2CC=C(c3ccccc3)CC2)c1 | nt | nt | 11 | 2% | -4% |
| 12 | NS(=O)(=O)c1ccc(CCNC(=O)c2ccc3c(=O)n4c(nc3c2)CCCCC4)cc1 | 4% | nt | 19 | nt | -4% |
| 13 | CCOc1ncccc1C(=O)OCC(=O)c1ccc(C)c(C)c1 | -1% | 0% | -8 | -5% | -8% |
| 14 | Cc1ccc(S(=O)(=O)NNC(=O)c2ccc(F)cc2)cc1 | 1% | -12% | 21 | 0% | 2% |
| 15 | Cc1nn(C2CCS(=O)(=O)C2)c(Cl)c1/C=C/C(=O)OCC(N)=O (centres undefined) | 4% | -10% | -4 | -2% | -4% |

| item | Integrin act MD | AT treatment | MBNL1 CUG block | TCR activator | Menin-MLL TR inh |
| --- | --- | --- | --- | --- | --- |
| 1 | 2% | -2% | -2% | -2% | -1% |
| 2 | 3% | 5% | 6% | 0% | nt |
| 3 | 7% | nt | nt | -1% | nt |
| 4 | -14% | -4% | -2% | 2% | -25% |
| 5 | -28% | 1% | 20% | 10% | ? |
| 6 | 2% | 0% | 13% | -2% | -17% |
| 7 | -10% | 19% | ? | -5% | -6% |
| 8 | -19% | -8% | nt | 4%[46.1 µM] | -16% |
| 9 | -1% | -10% | ? | 9%[46.1 µM] | ? |
| 10 | -17% | 10% | 5% | -10% | nt |
| 11 | -7% | 2% | nt | 12% | nt |
| 12 | -10% | 7% | nt | 2% | nt |
| 13 | -3% | 7% | -4% | nt | -3% |
| 14 | ? | 7% | -3% | -1% | -2% |
| 15 | -3% | -4% | nt | -10% | nt |

Next part.
| item | Compound | ASM inhibitor | CXXC DNA block | TSHR antagonist | Mito fusion yeast | PTAP TSG101 blk |
| --- | --- | --- | --- | --- | --- | --- |
| 16 | NC(=O)C1CCN(CC(=O)Nc2nc(-c3ccccc3)cs2)CC1 | -4% | 1% | 9 | 0% | -4% |
| 17 | O=C(N/N=C/c1cccnc1)c1cc(C2CC2)nc2ccccc12 | 2% | -4% | 33 | -5% | 0% |
| 18 | Cc1ccc(C)c2[nH]c(=O)c(CN(CCN3CCCC3)C(=O)Nc3ccc(F)cc3)cc12 | -6% | -8% | -2 | 4% | -2% |
| 19 | Cc1ccc(-c2noc(CNC(=O)COc3ccccc3C)n2)cc1 | -14% | -11% | -3 | 0% | 0% |
| 20 | O=C(NCc1ccco1)c1cc(-c2ccccc2)c(N2CCOCC2)s1 | -6% | -4% | -15 | -2% | 0% |
| 21 | O=c1cc(COc2ccccc2[N+](=O)[O-])nc2sccn12 | -1% | 3% | -4 | 0% | -12% |
| 22 | CCCc1nc(-c2ccc(-c3ccc(F)cc3)cc2)no1 | 4% | 2% | -18 | -9% | 1% |
| 23 | COc1cc(NCCCn2cnc(C(=O)Nc3ccc(C)c(C)c3)n2)cc(OC)c1OC | 1% | nt | nt | nt | -4% |
| 24 | Cc1cc(NS(=O)(=O)N(C)C)ccc1C(C)C | -1% | -3% | -4 | 0% | -7% |
| 25 | Cc1ccccc1/C=N/NC(=O)c1sccc1C | 8% | 3% | -9 | 13% | -2% |
| 26 | Cc1ccccc1N1C(=O)c2ccccc2C1Nc1cccnc1 (centres undefined) | 5% | 10% | -7 | -2% | -1% |
| 27 | CSc1nc(=S)n(Cc2ccccc2)c(C)c1C(C)=O | 5% | 3% | 3 | -6% | -3% |
| 28 | COc1cccc([C@@H]2CC=C(C(=O)O)[C@H](c3ccccc3)N2S(=O)(=O)c2ccc(C)cc2)c1 | 8% | nt | 9 | -7% | 1% |
| 29 | Cc1c(NC(=O)c2ccccc2)c(=O)n(-c2ccccc2)n1C | 3% | 5% | -8 | -2% | -6% |
| 30 | COc1ccc(N(CC(O)Cn2nnc3ccccc32)S(=O)(=O)c2ccc(C)cc2)cc1 (centres undefined) | -5% | -2% | 1 | -9% | -2% |

| item | Integrin act MD | AT treatment | MBNL1 CUG block | TCR activator | Menin-MLL TR inh |
| --- | --- | --- | --- | --- | --- |
| 16 | 17% | 3% | 2% | -1% | 3% |
| 17 | -11% | 21% | 5% | 3% | -13% |
| 18 | -47%[inhibitor] | -7% | -2% | 2% | -3% |
| 19 | 4% | 13% | -4% | 4% | -1% |
| 20 | -22% | nt | 66%[activator] | -6% | 8% |
| 21 | 2% | 3% | 15% | -1% | nt |
| 22 | 5% | 12% | -11% | 6% | -2% |
| 23 | -15% | nt | nt | -3% | nt |
| 24 | ? | -4% | -3% | 1% | 0% |
| 25 | 21% | 7% | 2% | 2%[46.1 µM] | -20% |
| 26 | -12% | -1% | 5% | 3% | 3% |
| 27 | -27% | 3% | -16% | 2%[46.1 µM] | 5% |
| 28 | 5% | 8% | nt | -2% | nt |
| 29 | -5% | nt | ? | 0%[46.1 µM] | 10% |
| 30 | 27% | 4% | -12% | -3% | -10% |

Remaining list, next part.
| item | Compound | ASM inhibitor | CXXC DNA block | TSHR antagonist | Mito fusion yeast | PTAP TSG101 blk |
| --- | --- | --- | --- | --- | --- | --- |
| 31 | Cc1cccc(S(=O)(=O)c2c(N)n(/N=C/c3ccco3)c3nc4ccccc4nc23)c1 | 276%[activator] | 10% | 22 | 5% | -2% |
| 32 | CC(C)(C)C(=O)O/N=C(\N)COc1cccc(Cl)c1 | -1% | -2% | -9 | 24% | -3% |
| 33 | CC1Cc2ccccc2C(=O)N1 (centres undefined) | 0% | -1% | 0 | 1% | -6% |
| 34 | CCc1ccccc1NC(=O)Cn1nc(C(F)(F)F)cc1C1CC1 | 3% | -3% | -2 | 7% | 1% |
| 35 | CCCN=C(C)C1=C(O)c2ccccc2C1=O | -9% | 4% | 15 | -2% | 0% |
| 36 | O=C(CSc1n[nH]c(-c2cccs2)n1)NCc1cccs1 | 3% | -1% | -10 | 1% | -2% |
| 37 | COc1cccc(NC(=O)C(NCC(C)(C)CN(C)C)c2ccccc2)c1 (centres undefined) | 1% | -9% | 2 | 2% | -2% |
| 38 | C/C(=N/NC(=O)c1ccc(Br)s1)c1ccncc1 | -4% | -2% | -10 | 5% | -2% |

| item | Integrin act MD | AT treatment | MBNL1 CUG block | TCR activator | Menin-MLL TR inh |
| --- | --- | --- | --- | --- | --- |
| 31 | -17% | -2% | 59%[activator] | -3% | ? |
| 32 | -20% | 7% | -2% | 9% | nt |
| 33 | -7% | -1% | -10% | 4% | 2% |
| 34 | -11% | 3% | 4% | 4% | 5% |
| 35 | ? | 4% | ? | -11% | -15% |
| 36 | -6% | 9% | 4% | nt | 2% |
| 37 | -20% | 5% | -2% | -11% | 2% |
| 38 | ? | 15% | 8% | 4% | nt |

Screening results as filed in PubChem.

The list is partial; the hit share may differ from the screen's.
